Bioassay records from PubChem.
ERAP1 HTS inh: ERAP1 (human) enzyme inhibition. recombinant ERAP1, Leu-AMC fluorescence, 60 min. inhibition, % at 10.7 µM. 0.15% of 340,000 active. AID 652197;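 active = mean replicate inhibition of at least 30%, or all replicates individually reaching that 30% level; inactive = mean below 30% and not every replicate reaching it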;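 note: 0% = neutral control wells and 100% = L-leucinethiol positive control wells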
Target sequence (Q9NZ08 whole entry, looked up): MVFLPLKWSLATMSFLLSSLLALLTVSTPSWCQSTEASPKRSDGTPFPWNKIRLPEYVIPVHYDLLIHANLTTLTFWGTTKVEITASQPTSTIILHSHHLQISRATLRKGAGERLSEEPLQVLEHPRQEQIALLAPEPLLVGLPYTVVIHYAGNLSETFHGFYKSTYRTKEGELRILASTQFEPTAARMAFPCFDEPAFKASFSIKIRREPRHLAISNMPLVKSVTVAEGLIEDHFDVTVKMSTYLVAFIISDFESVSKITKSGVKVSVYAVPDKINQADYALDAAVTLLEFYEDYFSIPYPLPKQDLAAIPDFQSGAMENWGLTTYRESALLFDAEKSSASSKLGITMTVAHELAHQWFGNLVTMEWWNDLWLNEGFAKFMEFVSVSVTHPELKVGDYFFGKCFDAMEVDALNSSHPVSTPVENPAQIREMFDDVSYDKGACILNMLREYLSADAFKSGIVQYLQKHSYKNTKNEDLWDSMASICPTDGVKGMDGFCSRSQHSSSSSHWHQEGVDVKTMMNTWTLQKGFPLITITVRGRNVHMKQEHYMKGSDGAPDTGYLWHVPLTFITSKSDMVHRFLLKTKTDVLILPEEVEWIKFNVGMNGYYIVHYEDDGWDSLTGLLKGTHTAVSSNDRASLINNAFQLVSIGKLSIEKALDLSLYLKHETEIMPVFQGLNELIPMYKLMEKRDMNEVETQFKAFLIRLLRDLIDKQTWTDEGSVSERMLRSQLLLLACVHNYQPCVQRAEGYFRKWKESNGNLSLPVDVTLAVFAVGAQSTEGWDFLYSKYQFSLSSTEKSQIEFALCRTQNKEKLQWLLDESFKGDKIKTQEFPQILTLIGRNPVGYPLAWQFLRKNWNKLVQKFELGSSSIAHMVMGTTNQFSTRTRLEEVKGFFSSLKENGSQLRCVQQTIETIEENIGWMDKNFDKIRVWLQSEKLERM
PGC1a acetyl inh: modulators of PGC1a acetylation. U2OS PGC1a acetylation, AlphaScreen anti-acetyl-lysine; with virally co-expressed GCN5 acetyltransferase. inhibition, % at 15.6 µM. 0.17% of 350,000 active;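 active = every replicate shows inhibition of at least 40%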;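 note: 0% = neutral control wells and 100% = positive control wells; some results beyond the cut were filed as inactive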
S100A4 MyoIIA: S100A4-myosin IIA interaction inhibition; AID 652163; S100A4/TAMRA-MyoIIA peptide fluorescence polarization; 0.14% of 360,000 active; inhibition, % at 10.7 µM;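 active = mean inhibition of at least 70% across replicates, with every replicate also reaching that level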
Target sequence (P26447 whole entry, looked up): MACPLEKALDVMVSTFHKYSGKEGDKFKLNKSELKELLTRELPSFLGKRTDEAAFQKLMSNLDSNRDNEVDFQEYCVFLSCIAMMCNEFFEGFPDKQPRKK
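Assay system: human S100A4 monomer with TAMRA-labelled myosin IIA peptide / Buffer or medium: Calcium-containing HEPES buffer, pH 7.2 / Reagent: TAMRA-labelled myosin IIA heavy-chain peptide probe, 5 nM / Compound: one dose per compound / Timing: polarization read 5 min after assay mix addition, stable 5–60 min / Benchmarks: neutral control DMSO, positive control TFP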
PAX8 inh HTS: lowers PAX8-driven luciferase in RMG-I cells; RMG-I TPO-luciferase reporter, SteadyGlo, 24 h; inhibition, % at 12.6 µM; 1.2% of 360,000 active;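 active = mean replicate inhibition at least 60% with every replicate also reaching 60%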;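 note: luciferase light reporting Pax8 driven TPO promoter activity; plate controls were median of neutral control wells for no effect and mitoxantrone controls for full effect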
PglD inh: blocks C. jejuni PglD acetyltransferase activity; 0.098% of 360,000 active; inhibition, % at 12.5 µM; purified PglD enzyme, DTNB colorimetric CoA detection; in the data active = inhibition above about 16%, passing the limit was not always enough; note: strong numbers were not always called active
FN deposition inh: fibronectin deposition inhibition. AH1F fibroblasts, Alexa488-fibronectin deposition fluorescence, overnight. inhibition, % at 12.6 µM. 0.086% of 350,000 active;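 active = mean inhibition across replicates of 30% or more, regardless of how many single replicates reach that level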;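 note: positive control wells lacked labelled fibronectin entirely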
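Test system: AH1F fibroblast monolayer depositing Alexa488-labelled fibronectin into matrix. Input: 10000 cells per well. Technique: fluorescence, ex 485 nm, em 525 nm. Buffer or medium: DMEM plus 2% serum, read in PBS. Timing: 1 h cell adhesion before compound, then overnight fibronectin incubation. Compound: single dose, pinned. Read-out basis: inhibition from reduced deposited-fibronectin fluorescence.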
LGR2 inh: inhibitors of bursicon-induced Drosophila LGR2 receptor cAMP signaling; HEK293 LGR2, CRE-luciferase, bursicon-stimulated, 4 h; inhibition, % at 9.99 µM; 0.35% of 380,000 active; AID 720647;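 active = drop in luminescence signal, shown as inhibition above about 50% in the replicate tests, limit read from the data, passing the limit was not always enough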;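 note: agonist challenge used bursicon conditioned medium at about half maximal strength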
EWS-Fli block: inhibitors of EWS/Fli oncoprotein transcriptional activity. A673 NR0B1-luciferase reporter, viability-normalised. inhibition, % at 12.6 µM. 0.67% of 350,000 active. AID 651661;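 active = mean inhibition of at least 50% after viability correction, with every replicate also passing that limit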;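 note: firefly luciferase signal divided by Alamar Blue viability fluorescence both relative to DMSO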
Starred values were filed as active, the others as inactive; x = no result given; & = joins results of further samples.

SMILES	ERAP1 HTS inh	PGC1a acetyl inh	S100A4 MyoIIA	PAX8 inh HTS	PglD inh	FN deposition inh	LGR2 inh	EWS-Fli block
O=C(C[C@H]1C=C[C@H](NC(=O)c2ccncc2)[C@H](CO)O1)NCc1ccncn1	-0.7	-0.1	3.0	x	x	x	1.1	x
O=C(CNC(=O)c1ccccc1)NCC(c1ccco1)N1CCCC1 (stereo unspecified)	1.1	x	-0.4	-4.8	0.6	-7.7	3.0	-3.9
CC1c2cc3c(cc2CCN1CC(=O)Nc1ccc(S(=O)(=O)N2CCCC2)cc1)OCCCO3 (stereo unspecified)	0.5	5.1	-1.7	28.1	-2.3	-2.3	0.5	x
Cc1ccc(-c2csc3nc4cc(C(N)=O)ccc4c(=O)n23)cc1	4.0	-5.9	-4.6	-19.3	3.8	5.2	-11.9	-3.0
Cc1cc(C(=O)NNc2ccc(F)cc2F)no1	-0.7	2.3	-2.2	0.4	0.7	3.6	0.3	13.1
C=CCn1c(SCc2csc(-c3ccc(Cl)cc3)n2)nnc1-c1ccccc1OC	-1.6	x	1.9	2.1	x	-3.1	0.4	6.1
Cc1cccc(C2c3[nH]c4ccccc4c3CCN2C(=O)c2ocnc2C)n1 (stereo unspecified)	-2.1	-2.5	2.6	31.4	3.1	-16.0	36.9	15.4
CC(=O)Nc1ccc(NC(=O)CSc2nc(=O)n3cccc(C)c3n2)cc1	-4.2	x	-1.2	-3.2	x	6.8	3.7	-8.8
CC(=O)c1ccc(NC(=O)N2C3CCC2CC(O)(c2cccnc2)C3)cc1 (stereo unspecified)	5.1	-1.9	-12.4	-14.7	1.1	-3.7	x	-6.5
O=C(O)c1ccc(NC(C(=O)c2ccccc2)c2ccccc2)cc1 (stereo unspecified)	2.2	-2.9	13.8	0.3	4.8	-0.3	x	-13.2

Arranged by molar mass (rising): some entries from above.
SMILES	ERAP1 HTS inh	PGC1a acetyl inh	S100A4 MyoIIA	PAX8 inh HTS	PglD inh	FN deposition inh	LGR2 inh	EWS-Fli block
Cc1cc(C(=O)NNc2ccc(F)cc2F)no1	-0.7	2.3	-2.2	0.4	0.7	3.6	0.3	13.1
O=C(O)c1ccc(NC(C(=O)c2ccccc2)c2ccccc2)cc1 (stereo unspecified)	2.2	-2.9	13.8	0.3	4.8	-0.3	x	-13.2
O=C(C[C@H]1C=C[C@H](NC(=O)c2ccncc2)[C@H](CO)O1)NCc1ccncn1	-0.7	-0.1	3.0	x	x	x	1.1	x

Further structures follow.
SMILES	ERAP1 HTS inh	PGC1a acetyl inh	S100A4 MyoIIA	PAX8 inh HTS	PglD inh	FN deposition inh	LGR2 inh	EWS-Fli block
Cc1cccc(C(C)C)c1NC(=O)CSc1nncn1C	-1.9	-19.4	2.3	x	-3.0	x	-3.0	-3.6
Cc1ccc(S(=O)(=O)Nc2ccc3c(c2)C(=O)N([C@H](C)CO)C[C@@H](C)[C@H](CN(C)C(=O)NC(C)C)OCCCC[C@@H](C)O3)cc1	-4.7	38.2	-3.0	-5.7	-7.6	3.1	18.0	-5.7
Cc1ccc(CCNS(=O)(=O)c2ccc3c(c2)N(C)CCO3)cc1	-0.5	-0.7	-12.1	1.9	-2.8	1.1	0.7	0.8
Cc1c(NS(=O)(=O)c2cc([N+](=O)[O-])ccc2Cl)c(=O)n(-c2ccccc2)n1C	3.5	x	-3.2	-6.3	x	-10.9	x	23.5
COc1ccccc1C(CNC(=O)c1ccc(NS(=O)(=O)c2ccc(F)c(C)c2)cc1)N(C)C (stereo unspecified)	2.0	5.6	1.1	9.3	4.5	3.4	-7.7	x
N#C/C(=C\c1ccc(-c2ccccc2[N+](=O)[O-])o1)C(N)=O	1.4	1.4	-2.5	-4.3	x	6.9	-15.4	-4.9
Cc1ccc(N2N=C(c3ccc(F)cc3)CC2c2ccco2)cc1 (stereo unspecified)	0.9	x	-7.2	-11.0	x	-14.6	-53.6	-13.1
CCOC(=O)c1ccc(-c2c(C)cc3oc(=O)cc(-c4ccccc4)c3c2C)cc1	x	6.8	-1.6	10.3	-4.2	-5.9	-11.4	3.4
COc1ccc(/C=N/NC(=O)c2ccc(NS(=O)(=O)c3cccs3)cc2)cc1	2.3	2.6	-14.1	-56.7	-2.3	4.0	0.0	-19.5
C[C@@H]1CCCCO[C@@H](CN(C)Cc2ccc3c(c2)OCO3)[C@@H](C)CN([C@H](C)CO)C(=O)c2cc(NC(=O)CCCN(C)C)ccc2O1	-4.3	-14.8	8.9	-7.0	1.6	x	8.7	-7.1
CC(C)C(=O)N1CCC1(C)C(=O)Nc1cc(-c2ccccc2)nn1C (stereo unspecified)	2.4	1.6	2.1	-78.3	-1.1	x	-71.1	-68.8
CCCCn1nc2cc(C(=O)NCC3CC3)ccc2c1OCC	4.4	x	3.6	0.0	2.8	2.1	-16.0	-3.6
C[C@@H]1CN([C@H](C)CO)S(=O)(=O)c2ccc(C#Cc3cccnc3)cc2O[C@H]1CN(C)C(=O)Nc1ccc2c(c1)OCO2	1.9	-8.8	2.0	-1.1	2.8	x	2.6	22.4
CCOCCCNC(=O)c1cc2sc(Cl)cc2n1CC	2.2	-1.3	2.9	x	0.3	x	4.4	-15.4
CCOC(=O)Cc1csc(NC(=O)/C=C/c2ccco2)n1	1.4	-2.7	-8.3	-16.9	x	-4.4	-7.7	-22.0
COc1cc(S(=O)(=O)N2CCC(c3nc4ccccc4s3)CC2)ccc1S(=O)(=O)NC1CCCC1	10.7	2.9	6.2	x	1.4	x	-5.1	20.9
CC(=O)N[C@H]1CC[C@@H](CCNC(=O)C2CCCC2)O[C@H]1CO	-1.9	1.8	-6.9	-3.8	-6.5	x	6.5	1.8
N/C(=N\OC(=O)CCCc1ccccc1)c1ccccc1	-0.8	3.0	-11.0	-25.1	-2.6	-2.2	-40.3	x
Cc1cccc(-c2noc(CN(C)C(=O)c3ccco3)n2)c1	-2.9	-13.8	-0.3	2.9	-7.3	-3.4	-27.6	-11.7
CC(C)[C@H](NC(=O)c1ccccc1F)C(=O)NC1CCCCC1	0.0	-6.0	-3.4	-8.5	-4.4	-8.1	14.6	7.7
O=C(NNS(=O)(=O)c1ccc(Cl)cc1)c1sccc1-n1cccc1	x	-49.0	x	16.9	24.9*	-2.4	x	x
FC(F)(F)c1cc(-c2ccco2)nc(-n2nc(C(F)(F)F)cc2C2CC2)n1	x	-1.6	x	x	4.8	-6.3	-23.6	x
OC(c1ccccc1)c1cccnc1 (stereo unspecified)	0.9	1.4	1.9	12.7	-4.0	-2.6	-10.8	2.3
CCOc1ccc(S(=O)(=O)N(C)CC(=O)NCc2ccco2)cc1	-0.4	x	2.6	1.7	-1.6	1.5	6.6	3.2
COc1ccc2c3c([nH]c2c1)[C@H](CO)N(C(=O)c1ccc(F)cc1)CC31CN(C(=O)NC(C)C)C1	-1.0	1.1	-24.5	-0.6	x	x	7.5	3.1
CC(=O)c1ccc(S(=O)(=O)N(CCCO)Cc2cc3cc(C)ccc3[nH]c2=O)cc1	3.1	x	-1.8	8.4	-2.5	0.5	12.6	9.0
C=CCN(C)NC(=S)Nc1ccccc1	x	4.3	x	-0.5	0.2	-1.1	14.0	x
NC1=NN(c2cccc(C(=O)O)c2)C(=O)C1	x	-0.8	x	4.8	-3.0	2.2	13.0	x
CCCCc1nc(N2CCN(C(=O)c3ccco3)CC2)c(C#N)c2c1CCCC2	1.1	x	-4.5	8.1	0.4	-1.3	32.7	x
O=C(Nc1ccc(F)cc1F)c1cc2nc3c(c(C(F)(F)F)n2n1)CCCC3	x	x	x	-177.0	5.6	2.1	-27.6	x

Look-ups from above:
For PGC1a acetyl inh, C=CCN(C)NC(=S)Nc1ccccc1 is listed with 4.3
For LGR2 inh, FC(F)(F)c1cc(-c2ccco2)nc(-n2nc(C(F)(F)F)cc2C2CC2)n1 is listed with -23.6

Next results follow.
SMILES	ERAP1 HTS inh	PGC1a acetyl inh	S100A4 MyoIIA	PAX8 inh HTS	PglD inh	FN deposition inh	LGR2 inh	EWS-Fli block
Cc1noc(C)c1NC(=O)Nc1ccc2c(c1)C(=O)N([C@@H](C)CO)C[C@@H](C)[C@H](CN(C)S(=O)(=O)c1cn(C)cn1)OCCCC[C@H](C)O2	2.8	9.9	16.4	-2.1	2.3	x	6.9	0.9
CCn1c(N)[n+](CC(=O)Nc2ccc(SC(F)F)cc2)c2ccccc21	-3.0	-2.3	3.8	14.7	-5.5	5.5	17.2	15.4
COc1cccc(NC(=O)CN2C(=O)COc3ccc(S(=O)(=O)N4CCCCCC4)cc32)c1	-0.6	3.0	7.9	-16.0	4.9	10.1	15.3	-10.8
Cc1c(C(C)C)c(=O)n(-c2ccc(S(=O)(=O)NCc3ccccc3)cc2)n1C	4.8	10.9	0.3	15.8	x	x	35.5	26.9
CCN1CCCC1CN(Cc1cc2ccc(C)cc2[nH]c1=O)C(=S)Nc1ccc(OC)cc1 (stereo unspecified)	x	12.5	x	-4.1	-4.5	1.8	2.1	x
O=C(C[C@H]1C[C@H]2c3cc(NC(=O)Nc4ccc(C(F)(F)F)cc4)ccc3O[C@H]2[C@H](CO)O1)NCC1CC1	-0.1	14.0	-1.1	0.7	0.1	x	-16.2	-6.8
COc1ccccc1S(=O)(=O)N(C)C[C@H]1OCc2cnnn2CCCC(=O)N([C@@H](C)CO)C[C@H]1C	-2.9&1.8	11.2	-10.9&6.9	-6.3&-2.3	1.8&0.5	2.5&-1.4	-4.3	5.4&9.0
O=C(N/N=C/c1ccccc1F)c1cc2c(ccc3ccccc32)o1	2.4	x	3.7	1.5	-1.5	x	8.8	-16.9
O=C1c2cccc3c([N+](=O)[O-])c(O)cc(c23)C(=O)N1Nc1ccccc1	15.1	2.2	-1.0	19.0	-3.2	x	-11.5	-2.9
CN(Cc1ccccc1)C(=O)c1cccc(NC(=O)Cc2ccc(NC(=O)C3CCN(C(=O)C4CCCCC4)CC3)cc2)c1	-1.3	-2.2	2.7	12.0	0.4	4.7	4.6	0.1
CC(C)(C)n1nnnc1C(c1ccncc1)N1CCN(C2CCCCC2)CC1 (stereo unspecified)	0.6	-2.7	-1.7	x	3.6	x	0.7	8.1
COCC#Cc1ccc([C@@H]2[C@@H](CO)N3CCCCN(S(=O)(=O)c4ccccc4C)C[C@H]23)cc1	x	2.6	x	10.0	0.2	x	-4.3	5.6
CC(NC(=O)NC1CCCCC1)c1ccc2c(c1)OCO2 (stereo unspecified)	0.9	x	2.5	5.9	x	-4.6	20.4	-3.3
CC(=O)Nc1ccc(S(=O)(=O)N2CCN=C2SCc2cccc(C)c2)cc1	6.5	x	-38.6	10.2	0.4	-2.0	4.3	14.5
C[C@H]1CN([C@@H](C)CO)C(=O)c2cc(C#CCN(C)C)cnc2O[C@H]1CN(C)C	1.8	-2.6	8.3	x	2.5	-6.5	-5.6	-8.1
COc1ccc(NC(=O)NC2CC3CCCC(C2)N3Cc2ccccc2)cc1 (stereo unspecified)	x	-1.1	x	4.3	-4.6	-20.8	x	x
Cc1ccc(C(c2nnnn2CC2CCCO2)N2CCN(Cc3ccccc3)CC2)cc1 (stereo unspecified)	-0.9	-4.1	4.6	12.7	x	4.6	-21.7	8.2
C=CCOc1cccc(/C=N/NC(=O)CN2CCCCC2)c1	-0.6	-1.9	-5.4	-8.0	-3.5	5.1	-2.0	-1.3
COc1ccccc1NC(=O)N[C@H]1C=C[C@H](CC(=O)N[C@@H](C)c2ccccc2)O[C@H]1CO	-0.5	x	4.1	x	x	8.0	2.6	x
Cc1ccc(S(=O)(=O)c2c(C)c(C)c(C)[nH]c2=O)cc1	4.1	8.9	-5.9	-6.4	-3.9	0.5	-3.5	-7.8
CNC[C@@H]1Oc2ccc(N(C)C)cc2C(=O)N([C@@H](C)CO)C[C@@H]1C	-1.3	5.8	10.9	-34.6	-1.9	-5.1	x	-2.2
